High-throughput results: PubChem BioAssay, several laboratories
COUP-TFII inh – blocks human COUP-TFII nuclear receptor | HEK293T NGFI-A luciferase reporter, luminescence | inhibition, % at 8.6 µM | 370,000 compounds, 0.7% hits | AID 686940;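 active means inhibition above a per-plate cutoff, mean inhibition of test wells between control levels plus 3 SD, cut at about 38% in these data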;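 further: cells cotransfected with COUP-TFII expression vector driving the NGFI-A reporter; 0% = median of COUP-TF2 test wells and 100% = reporter-only cells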
Target sequence (P24468 whole entry, looked up): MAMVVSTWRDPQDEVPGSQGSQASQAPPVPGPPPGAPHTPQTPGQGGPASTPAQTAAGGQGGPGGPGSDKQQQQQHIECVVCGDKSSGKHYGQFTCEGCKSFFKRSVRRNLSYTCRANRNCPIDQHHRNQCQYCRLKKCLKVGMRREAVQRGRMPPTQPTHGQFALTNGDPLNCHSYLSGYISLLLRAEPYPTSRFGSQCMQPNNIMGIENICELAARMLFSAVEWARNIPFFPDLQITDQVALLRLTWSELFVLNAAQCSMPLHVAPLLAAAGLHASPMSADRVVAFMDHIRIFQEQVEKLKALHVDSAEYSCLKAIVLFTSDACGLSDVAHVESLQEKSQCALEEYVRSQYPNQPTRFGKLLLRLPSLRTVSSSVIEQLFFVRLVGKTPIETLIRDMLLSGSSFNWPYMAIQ
NCOA1 inh – inhibitors of human steroid receptor coactivator 1 (SRC1); Q15788; inhibition, % at 3.6 µM; HEK293 GAL4-SRC1 luciferase reporter, luminescence; 360,000 compounds, 0.12% hits;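 active means inhibition above the campaign mean plus 3 SD, with each screening campaign given its own cutoff, cut at about 60% in these data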;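 further: 0% = DMSO treated cells and 100% = gossypol at 36 µM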
Shn3 inh set2 – reduces Shn3 3'UTR luciferase signal in osteoblasts. Clone20 osteoblast Shn3 3'UTR firefly luciferase, 24 h. inhibition, % at 12.5 µM. AID 588674. 360,000 compounds, 0.52% hits;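 active means mean inhibition of at least 75% with every replicate also reaching 75%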;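 further: 0% = median of neutral control wells and 100% = pilot-screen positive control compound; some compounds past the cut are filed as inactive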
CF NFkB inh – inhibitors of cystic fibrosis induced NF-kB | KKLEB NF-kB-GFP reporter, PAF-induced, GFP fluorescence overnight | inhibition, % at 5 µM | 360,000 compounds, 0.86% hits;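 active means at least 50% inhibition at 5 µM, scaled per plate between neutral and stimulator controls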;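 further: PAF is a Pseudomonas aeruginosa culture filtrate used as stimulus; plate controls were PAF-stimulated DMSO wells for no effect and unstimulated DMSO wells for full effect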
EBV LMP1 NFkB – Epstein-Barr LMP1 NF-kappaB reporter inhibition; LMP1-induced NF-kappaB luciferase reporter cells, luminescence; 350,000 compounds, 0.69% hits; inhibition, % at 12.5 µM; in the data active means inhibition above about 41%;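 further: 0% = neutral control wells and 100% = reference inhibitor control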
KKLEB cytotox – CF airway cell cytotoxicity counter-screen; KKLEB CF airway cells viability, ATPlite luminescence, overnight; active compounds read low; cells stimulated with P. aeruginosa culture filtrate; 360,000 compounds, 0.36% hits; activity change (cytotoxicity), % at 5 µM;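 active means corrected activity change at or below -50% at 5 µM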
TWEAK Fn14 block – inhibitors of TWEAK-Fn14 interaction signaling | 360,000 compounds, 2% hits | AID 1159606 | TWEAK-stimulated Fn14 reporter cells, luciferase luminescence, 8 h | inhibition, % at 10 µM; in the data active means inhibition above about 50%
NR5A2 inv ag – suppresses constitutive activity of human LRH-1; HEK293T StAR-luciferase reporter, LRH-1 transfected, 24 h; O00482; inhibition, % at 3.6 µM; 360,000 compounds, 0.13% hits;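 active means inhibition above the mean inhibition of all tested compounds plus 3 SD, cut at about 73% in these data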;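 further: 0% = DMSO wells and 100% = reporter-only cells lacking LRH-1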
Target sequence (O00482 whole entry, looked up): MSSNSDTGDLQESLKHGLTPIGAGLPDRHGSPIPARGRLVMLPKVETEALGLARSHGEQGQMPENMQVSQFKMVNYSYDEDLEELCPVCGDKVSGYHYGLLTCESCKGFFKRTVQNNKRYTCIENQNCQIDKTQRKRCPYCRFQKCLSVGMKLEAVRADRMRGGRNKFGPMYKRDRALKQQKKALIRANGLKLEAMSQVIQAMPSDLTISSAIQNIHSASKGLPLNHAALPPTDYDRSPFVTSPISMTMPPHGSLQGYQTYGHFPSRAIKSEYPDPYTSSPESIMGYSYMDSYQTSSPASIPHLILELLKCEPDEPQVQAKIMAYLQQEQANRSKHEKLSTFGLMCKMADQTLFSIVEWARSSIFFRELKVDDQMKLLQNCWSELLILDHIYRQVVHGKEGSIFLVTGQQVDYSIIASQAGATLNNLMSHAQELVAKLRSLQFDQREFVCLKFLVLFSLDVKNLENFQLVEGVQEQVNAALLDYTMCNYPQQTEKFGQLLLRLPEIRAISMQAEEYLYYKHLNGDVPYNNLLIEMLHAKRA
TROY signal inh – TROY signaling inhibition. Q293 LMP1-TROYcd NF-kB luciferase reporter, 4 h. inhibition, % at 10 µM. 360,000 compounds, 0.98% hits. AID 1347056;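 active means compounds whose plate-normalised and pattern-corrected inhibition of the luciferase reporter signal at the single screening dose is 50% or more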
NCOA3 inh – human NCOA3 inhibition; Q9Y6Q9; HEK293 GAL4-SRC3 luciferase reporter, luminescence; inhibition, % at 3.6 µM; 360,000 compounds, 0.17% hits;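 active means inhibition above a per-campaign cutoff, the mean of all compounds plus 3 SD, cut at about 60% in these data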;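 further: 0% = DMSO-treated cells and 100% = gossypol-treated cells at 36 µM; higher means less SRC3-driven luciferase light from the GAL4 reporter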
TRAIL sens C8 – caspase-8 TRAIL sensitization. 360,000 compounds, 1% hits. inhibition (viability loss, TRAIL sensitization), % at 10 µM. NB7+C8 cells + TRAIL, ATPlite viability luminescence. AID 624354;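 active means compounds causing at least 50% loss of cell viability in the single-dose screen, relative to plate controls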
The depositor's hits bear a star; . = not tested or not shown.

The opening four compounds as a preview:
SMILES	COUP-TFII inh	NCOA1 inh	Shn3 inh set2	CF NFkB inh	EBV LMP1 NFkB	KKLEB cytotox	TWEAK Fn14 block	NR5A2 inv ag	TROY signal inh	NCOA3 inh	TRAIL sens C8
CCCCn1nc(C(=O)NC2CCCCC2)c2ccccc2c1=O	1	5	-12	-4	3	-2	-19	9	3	-10	-12
O=C(COC(=O)C1CCC(=O)N1)Nc1cccc([N+](=O)[O-])c1 (stereo not drawn)	10	1	4	2	-5	18	9	-2	-9	14	0
COCCCN(C(=O)CSCC(=O)Nc1cccc(C)c1)c1c(N)n(Cc2ccccc2)c(=O)[nH]c1=O	5	-15	-13	-29	-7	26	-6	-10	4	-7	-21
CC(C)C[C@H]1CNC(=S)N1C[C@H]1CCCN1C[C@H](Cc1ccc(O)cc1)N1C[C@H](Cc2ccc(O)cc2)N(CCc2ccccc2)C1=S	5	-6	-3	46	.	-19	18	5	12	5	-7

This part in full, from the first entry:
SMILES	COUP-TFII inh	NCOA1 inh	Shn3 inh set2	CF NFkB inh	EBV LMP1 NFkB	KKLEB cytotox	TWEAK Fn14 block	NR5A2 inv ag	TROY signal inh	NCOA3 inh	TRAIL sens C8
CCCCn1nc(C(=O)NC2CCCCC2)c2ccccc2c1=O	1	5	-12	-4	3	-2	-19	9	3	-10	-12
O=C(COC(=O)C1CCC(=O)N1)Nc1cccc([N+](=O)[O-])c1 (stereo not drawn)	10	1	4	2	-5	18	9	-2	-9	14	0
COCCCN(C(=O)CSCC(=O)Nc1cccc(C)c1)c1c(N)n(Cc2ccccc2)c(=O)[nH]c1=O	5	-15	-13	-29	-7	26	-6	-10	4	-7	-21
CC(C)C[C@H]1CNC(=S)N1C[C@H]1CCCN1C[C@H](Cc1ccc(O)cc1)N1C[C@H](Cc2ccc(O)cc2)N(CCc2ccccc2)C1=S	5	-6	-3	46	.	-19	18	5	12	5	-7
CCOc1ccc(OCC(=O)OC(C)C(=O)NC2CCCCC2C)cc1 (stereo not drawn)	-2	-11	-2	2	5	-4	-8	4	-1	7	-2
O=C(NCCC1=CCCCC1)c1ccc2c(=O)n3c(nc2c1)CCCCC3	5	-50	-28	1	-15	-5	-5	-45	-26	-37	23
Fc1ccccc1/C=N/Nc1ncnc2nc[nH]c12	-57	-89	-53	-14	-14	-14	7	-84	-41	-72	6
O=C(NC1CC2CCCC(C1)N2S(=O)(=O)c1ccccc1)c1ccco1 (stereo not drawn)	-13	-13	11	6	-4	1	-11	-19	12	17	8
COCCNc1nnc(SCC(=O)NNC(=O)c2ccc([N+](=O)[O-])cc2)s1	-12	3	-12	-2	-5	-7	-3	-5	-4	3	-6
O=c1cc(CO)occ1OCc1c(F)cccc1Cl	2	6	-1	0	-19	-6	31	6	17	18	-13
CCOC(=O)C1=CN(C)C=C(C(=O)OCC)C1c1ccsc1	-10	2	-4	8	4	-13	-1	16	10	-4	-7
C[C@@]12CCC3[C@@](CCC4[C@@]3(C)CCC[C@@]4(C)C(=O)N3CCOCC3)(CC1=O)C2 (stereo partly drawn)	-17	5	7	8	14	11	-7	13	-14	9	7
NS(=O)(=O)c1cc2c(cc1Cl)NC(C(Cl)Cl)NS2(=O)=O (stereo not drawn)	-9	-4	0	22	1	2	-13	-9	-6	2	9
O=C(CSc1nc2ccccc2o1)Nc1nc2ccc(Br)cc2s1	1	-18	-6	-6	-2	4	-29	-36	5	4	1
COc1cc(OC)cc(-c2nnc(SCc3cccnc3)o2)c1	-14	-7	-22	8	-4	19	-18	-20	-12	7	6
NN(Cc1ccccc1)C(=S)Nc1ccc(Cl)c(Cl)c1	-15	-26	-6	-10	1	4	-4	17	-12	5	5
COc1cc(N2C(=O)CSC23C(=O)Nc2ccccc23)cc(OC)c1OC (stereo not drawn)	9	1	11	-6	-14	11	4	0	1	10	-13
Cc1cccc(C)c1NC(=O)CNCC(=O)N(C)C	-10	-7	6	-12	0	9	10	5	0	-9	-2
CC(=O)c1c(C)[nH]c(C(=O)OCc2nnc(-c3ccccc3)o2)c1C	17	4	29	-9	5	2	23	-7	-22	6	17
CC(C)COc1ccc(-c2nn(-c3ccccc3)cc2/C=C2/SC(=S)N(CC(=O)O)C2=O)cc1	-7	-14	1	7	5	1	-15	-10	88*	10	-9
O=C(COC(=O)c1ccccc1O)NC(=O)c1ccc(OC(F)F)cc1	6	-8	-6	-23	-1	14	4	-17	-10	3	7
COc1cc2c(=O)n(CC3CCCO3)c(=O)n(CC(=O)Nc3ccc(F)cc3F)c2cc1OC (stereo not drawn)	15	-25	15	-2	8	2	13	15	-11	10	4
CC(=O)NC1C(OCc2ccccc2)OC2COC(c3ccccc3)OC2C1OCC(=O)O (stereo not drawn)	9	-9	10	-10	1	12	-9	12	-2	-11	-5
CSc1ccc(S(=O)(=O)NCc2ccc(Cl)cc2Cl)cc1	7	-5	7	20	-8	-10	-10	8	2	3	9
Cc1cc(C(=O)NNC(=O)/C=C/c2ccccc2Cl)c(C)o1	12	-20	13	-4	15	-17	5	-12	-40	-4	-5
COc1cc(/C(C)=N/NC(=O)c2cccc(S(=O)(=O)N3CCCC3)c2)cc(OC)c1OC	-11	9	2	7	7	-34	-9	0	3	13	11
COc1cc2ccc3c(CCN(C)C)cc(OC)c(OC)c3c2cc1OC	-13	-9	3	-1	-3	1	-8	1	-10	-3	-9
CCOC(=O)CCC(NC(=O)c1ccc(Nc2nc3ccccc3nc2C(=O)OCC)cc1)C(=O)OCC (stereo not drawn)	-7	-13	3	32	-4	-7	-103	-24	6	-22	15
OCCNc1cc(Cl)ncn1	21	-12	-50	-12	-13	2	9	9	-6	13	10
CCCCC[C@H](C)N1C[C@H](COCc2ccccc2)Oc2cc(N3CC[C@@H](O)C3)ccc2S1(=O)=O	-5	.	.	.	.	.	14	3	-1	.	-6
O=C(NCCN1CCN(C(=O)c2ccc([N+](=O)[O-])cc2)CC1)C(=O)Nc1ccc(F)cc1	7	-29	0	11	-4	2	-5	7	-17	5	-11
COc1ccc(S(=O)(=O)N(C)C)cc1NC(=O)Cc1cccs1	-7	0	4	-5	0	-3	-35	0	-1	4	-28
O=C(CCCNC(=O)c1ccc(Cl)cc1)OCc1cccc(Br)c1	20	-7	-2	-1	3	-2	-8	2	-16	17	6
O=C(NC(Cc1ccccc1)C(=O)O)/C(=C/c1ccc([N+](=O)[O-])cc1)NC(=O)c1ccc(Br)o1 (stereo not drawn)	13	10	2	-20	2	6	9	-3	11	1	14
O=C(c1ccc(Br)cc1)c1cc([N+](=O)[O-])ccc1N1CCCCC1	-61	2	2	42	11	-47	-3	27	4	12	4
COc1ccccc1C(=O)OCCc1ccccc1	-40	-69	-62	-13	-31	4	-18	-70	-51	-90	-13
Cc1[nH][nH]c(=O)c1C(c1cc2c(cc1Br)OCO2)c1c(C)[nH][nH]c1=O	17	-27	18	-21	2	1	-1	-1	-10	0	-3
O=C(COc1ccc(S(=O)(=O)N2CCCC2)cc1[N+](=O)[O-])N1CCCCC1	9	5	-5	12	-1	-1	2	-15	12	1	6
Cc1c(-c2ccccc2)nc2ccccc2c1C(=O)NCc1cccs1	18	5	10	-10	0	-3	21	8	5	-14	6
Clc1c(OCCCn2ccnc2)ccc2ccccc12	-4	-20	8	-5	13	10	-11	-3	-6	-52	5
Cc1ccc(N2CCN(c3ncccc3[N+](=O)[O-])CC2)c(C)c1	0	-24	-10	17	-3	9	-36	-25	7	4	-1
O=C(O)Cn1c(C(F)(F)F)nc2ccccc21	11	13	4	17	0	4	1	-1	-9	-2	6
CCC(C)c1ccc(O)c(/C=N/O)c1 (stereo not drawn)	-12	-14	17	-2	-3	2	-6	-14	-31	-8	51*
Cc1ccc(N(CC(=O)NC(C)(C)C)C(=O)CCC(=O)Nc2ccccn2)c(C)c1	-9	-4	-1	-15	2	6	-15	4	0	3	8
COc1ccc(CN2CC(=O)N(c3ccccc3C)C2=S)cc1OC	-13	-7	7	-3	16	-3	-7	4	10	-21	0
COC(=O)C(=Nc1ccccc1)/C(C(=O)C(=O)N(C)c1ccccc1)=C(\O)c1ccccc1	-43	-22	-22	-15	-6	-2	-7	-115	-15	-20	-24
O=S1(=O)CCC(N=Cc2cc(Br)ccc2O)C1 (stereo not drawn)	-10	20	.	1	-5	5	-3	-4	-2	11	11
COC(=O)c1cc(Br)c(=O)n(Cc2cccnc2)c1	2	2	-13	12	-5	-2	25	14	3	7	3
O=c1[nH]c2ccc(S(=O)(=O)N3CCN(c4ccc(F)cc4)CC3)cc2o1	2	-6	14	-8	3	8	8	-10	5	10	-3
COc1ccc(NC(=O)COC(=O)CCCN2C(=O)c3ccccc3C2=O)cc1Cl	-16	-6	-13	9	-17	-3	-17	3	-3	6	-9
CCOC(=O)[C@@H]1[C@H]2COc3cc(OC)ccc3[C@@H]2N2C(=O)N(c3ccc(OC)cc3)C(=O)[C@@]12C	1	4	-1	1	8	11	8	8	4	-11	6
COc1nc(OC)nc(N2CCCCCC2)n1	-7	-15	-40	-1	-3	-20	5	-11	-3	6	-5
COc1ccc(-c2cc3nc(-c4ccccc4)cc(N4CCN(C(C)=O)CC4)n3n2)cc1	-2	7	-15	-11	5	2	36	42	12	-13	5
Cc1cccc(N2CCC(N=CN(C)C)=N2)c1	-10	-34	-55	1	-24	4	-34	0	-11	-31	1
COc1ccc(CCNC(=O)CN2CCOc3ccccc32)cc1OC	-3	1	-19	4	-1	0	6	8	-15	-15	-22
O=C(CSc1ncn[nH]1)NCCc1ccc(Cl)cc1	17	12	-7	8	-8	6	-1	4	-3	7	-1
Cc1nn(CC(=O)NCCCN2CCC(Cc3ccccc3)CC2)c(=O)c2cc(-c3ccccc3)nn12	15	0	-4	20	-22	-11	-10	-29	-24	-14	23
CCOC(=O)c1ccc(NC(=O)c2ccc(NC(=O)C3CCCO3)cc2)cc1 (stereo not drawn)	13	-18	15	8	11	2	2	-7	5	-17	0
O=C(NCC(c1ccco1)N1CCN(c2ccc(F)cc2)CC1)c1ccc2c(c1)OCO2 (stereo not drawn)	1	-26	-1	7	4	16	0	-32	-10	-12	-3
O=C(NCC1c2ccccc2CCN1C(=O)CN1CCOCC1)C1CCCCC1 (stereo not drawn)	12	-27	-1	10	1	3	27	-9	.	-4	-1

(next part)
SMILES	COUP-TFII inh	NCOA1 inh	Shn3 inh set2	CF NFkB inh	EBV LMP1 NFkB	KKLEB cytotox	TWEAK Fn14 block	NR5A2 inv ag	TROY signal inh	NCOA3 inh	TRAIL sens C8
CC1(C)Cc2c(c(N3CCOCC3)nc3sc(C(=O)Nc4cccc(Cl)c4)c(N)c23)CO1	-17	3	28	13	-12	-11	-34	-1	-41	3	-3
COc1ccc(-c2coc3cc4oc(=O)cc(-c5ccccc5)c4cc23)cc1F	2	7	-3	6	16	-14	20	-4	5	9	-16
O=C(Nc1ccc(F)cc1F)C1CC(=O)N(Cc2ccccc2)C1 (stereo not drawn)	-12	-8	8	13	6	26	-10	9	7	14	2
Cc1ccc(/C=C2/SC(=S)N(CCC(=O)N3CCOCC3)C2=O)cc1	3	-2	-11	8	-4	1	-14	-2	-22	13	-5
CCOC(=O)C1=C(CSc2nccn2C)NC(=O)NC1c1ccc2c(c1)OCO2 (stereo not drawn)	7	16	-4	2	-5	3	12	24	13	10	-17
O=C(N=C1SC2CS(=O)(=O)CC2N1c1ccc(F)cc1)C1CC1 (stereo not drawn)	4	1	5	-28	0	-3	8	-4	22	8	13

Some of the compounds tested (hit frequency here may not be typical).
